# Assay outcomes: PubChem, Johns Hopkins Ion Channel Center
# ANO1 activ = activators or potentiators of mouse TMEM16A chloride channel. Q8BHY3. B-score at 10 µM. HEK293 TMEM16A/YFP-H148Q/I152L, iodide quench fluorescence; hits give low values. hit rate 0.3% among 340,000;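 active = fluorescence-ratio B-score plate-corrected deviation score at least 3 library SD below zero, with starting fluorescence score within 5 deviations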;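 also: channel opened by trigger with iodide after compound preincubation; score built on the fluorescence ratio of max minus min over baseline; more negative score means more quench and so TMEM16A activation or potentiation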
# Target sequence (Q8BHY3 whole entry, looked up): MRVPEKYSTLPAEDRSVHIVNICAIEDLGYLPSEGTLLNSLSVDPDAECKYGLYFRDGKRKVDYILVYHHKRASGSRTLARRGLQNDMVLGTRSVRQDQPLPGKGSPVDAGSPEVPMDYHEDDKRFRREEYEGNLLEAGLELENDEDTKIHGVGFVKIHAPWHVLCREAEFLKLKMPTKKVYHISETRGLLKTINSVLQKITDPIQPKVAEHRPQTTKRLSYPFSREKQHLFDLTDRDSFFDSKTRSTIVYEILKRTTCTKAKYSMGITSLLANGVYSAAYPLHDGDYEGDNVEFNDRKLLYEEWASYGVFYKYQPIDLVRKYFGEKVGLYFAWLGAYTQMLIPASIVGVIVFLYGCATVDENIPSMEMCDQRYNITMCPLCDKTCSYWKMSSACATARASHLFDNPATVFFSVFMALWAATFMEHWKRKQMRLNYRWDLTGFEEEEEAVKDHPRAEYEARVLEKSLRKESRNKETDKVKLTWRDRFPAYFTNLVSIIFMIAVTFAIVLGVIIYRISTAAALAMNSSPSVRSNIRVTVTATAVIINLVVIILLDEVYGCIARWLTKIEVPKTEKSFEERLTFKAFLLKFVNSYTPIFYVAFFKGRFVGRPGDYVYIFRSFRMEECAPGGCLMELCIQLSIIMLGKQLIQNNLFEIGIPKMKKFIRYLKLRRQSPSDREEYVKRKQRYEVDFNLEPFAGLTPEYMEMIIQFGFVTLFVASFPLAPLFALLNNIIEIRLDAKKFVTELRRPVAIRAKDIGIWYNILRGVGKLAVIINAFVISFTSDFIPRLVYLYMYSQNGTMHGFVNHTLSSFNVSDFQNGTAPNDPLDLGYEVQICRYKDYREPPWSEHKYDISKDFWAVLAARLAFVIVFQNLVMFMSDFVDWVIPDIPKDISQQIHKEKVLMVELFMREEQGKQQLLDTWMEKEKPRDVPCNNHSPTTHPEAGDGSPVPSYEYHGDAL
# KCNK3 inh = human KCNK3 channel inhibition, primary screen | O14649 | CHO-KCNK3 thallium flux, FluxOR fluorescence; hits give low values | B-score at 10 µM | hit rate 0.84% among 340,000 | AID 602410;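 active = B-score under library mean minus 4 SD, starting fluorescence ratio at most library mean plus 5 SD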;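 also: more negative B-score means stronger inhibition of thallium flux through KCNK3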
# * hit, by the source's call; i = inactive.
KCNK3 inh	ANO1 activ	SMILES
i	i	COc1ccc(C(=O)OCC(=O)NC2CCCCCCC2)cc1OC
i	i	COc1ccc2ccc(C(C)(C(C)=O)C(=O)OC(C)C)cc2c1 (configuration not stated)
i	i	Fc1ccc(CN2CC[C@H]3C=CCc4cccc(c43)C2)cc1
i	i	O=C1C[C@@H]2c3c(cccc3CN1Cc1ccc(Br)cc1)C[C@@H](O)[C@H]2O
i	i	O=C1CCCN1C(=O)CSc1ncnc2sccc12
i	i	C#CCOCCOCCOCCNc1nc(N2CCOCC2)nc(N2CCN(C(=O)[C@H](CCC(=O)O)n3cc([C@@H](N)CCCCN)nn3)CC2)n1
i	i	CCOC(=O)C1=C(C)N(C[C@@H]2CC[C@@H](Cc3ccc4cc(OC)ccc4c3)O2)C(=O)NC1c1ccc(OC)cc1 (some centres not stated)
i	i	N#CCCN(C(=O)COC(=O)C12CC3CC(CC(O)(C3)C1)C2)c1ccc(F)cc1
i	i	Cc1ccc(C(=O)NC(Cc2cccc(C(F)(F)F)c2)C(=O)O)cc1 (configuration not stated)
i	i	COc1ccc(CN2CCN(C(=O)c3ccc(S(=O)(=O)NCc4ccco4)cc3)CC2)cc1F
i	i	COC(=O)Cn1c(CN2CCN(c3ccccc3F)CC2)nc2c1c(=O)n(C)c(=O)n2C
i	-42*	COc1cccc(N2CCN(CC(=O)Nc3ccnn3C3CCCC3)CC2)c1
i	i	Cc1cc(C)c2c(n1)nn1c(-n3ccnc3)cc(C)nc21
i	i	COC(=O)c1ccccc1S(=O)(=O)NNC(=O)C12CC3CC(CC(C3)C1)C2
i	i	COc1cc2cc(CCCOC(=O)c3ccc(Br)cc3)oc(=O)c2cc1OC
i	i	COc1ccc(S(=O)(=O)N(C)C)cc1NC(=O)Cc1ccc(S(=O)(=O)N2CCOCC2)s1
i	i	CCOC(=O)c1c(C)[nH]c(C)c1C(=O)CN1C(=O)NC2(CCCCCC2)C1=O
i	i	COc1ccccc1C(=O)NC(CCSC)C(=O)OCC(=O)N1CCCC1=O (configuration not stated)
i	i	CCN(CC)C(=O)c1ncn(C)c1C(=O)N(CC)CC
i	i	COc1cc(N)c2ncccc2c1OC

# The closing 5 entries of the part above open the next one:
KCNK3 inh	ANO1 activ	SMILES
i	i	COc1ccc(S(=O)(=O)N(C)C)cc1NC(=O)Cc1ccc(S(=O)(=O)N2CCOCC2)s1
i	i	CCOC(=O)c1c(C)[nH]c(C)c1C(=O)CN1C(=O)NC2(CCCCCC2)C1=O
i	i	COc1ccccc1C(=O)NC(CCSC)C(=O)OCC(=O)N1CCCC1=O (configuration not stated)
i	i	CCN(CC)C(=O)c1ncn(C)c1C(=O)N(CC)CC
i	i	COc1cc(N)c2ncccc2c1OC
i	i	Cc1c(C(=O)O)sc(S(=O)(=O)N2CCN(C(=O)Cc3ccc(Cl)cc3)CC2)c1C(=O)O
i	i	COc1cc(C(=O)Nc2cc(C)ccc2C)ccc1OCc1c(C)noc1C
i	i	O=S(=O)(Nc1cccc(S(=O)(=O)N2CCCC2)c1)c1ccc(F)cc1
i	i	Cc1cc(C(=O)CN2C(=O)C(=O)N(Cc3ccco3)C2=O)c(C)n1CCc1ccccc1
i	i	O=[N+]([O-])c1cccc2[nH]ncc12
i	i	O=C(c1c(F)cccc1F)N1CCN(S(=O)(=O)c2ccc3c(c2)OCCO3)CC1
i	i	Cc1ccc(S(=O)(=O)N2CCN(C(=O)COC(=O)c3ccc(Cl)c(S(N)(=O)=O)c3)CC2)c(C)c1
i	i	CC12CCC(C)(O1)C1C(=O)N(c3nccs3)C(=O)C12 (configuration not stated)
i	i	CCOC(=O)c1cc(-c2ccccc2)nc2c(O)cccc12
i	i	C1=C(c2sc3ccccc3c2-c2ccc(OCCN3CCOCC3)cc2)CCCC1
i	i	COc1cc2cc(CCCO)oc(=O)c2cc1OC
i	i	O=C(NCCc1ccc2c(c1)OCCO2)c1cc(S(=O)(=O)N2CCCC2)ccc1Cl
i	i	O=C(NCC1CCCO1)c1cccc(S(=O)(=O)Nc2cccc(C(F)(F)F)c2)c1 (configuration not stated)
i	i	Cc1ccccc1C(=O)N1CCC(C(=O)OCC(=O)Nc2cccc([N+](=O)[O-])c2C)CC1
i	i	Cc1ccc(S(=O)(=O)N2CCCCC2)cc1C(=O)OC(C)C(=O)NC1CCCCC1C (configuration not stated)
i	i	Cc1ccc(C)c(OCCC(=O)OCC(=O)N2c3ccccc3NC(=O)C2(C)C)c1
i	i	Cc1cc(C)cc(NS(=O)(=O)CCCS(=O)(=O)Nc2cc(C)cc(C)c2)c1
i	i	C[C@@H]1NS(=O)(=O)[C@H]2C[C@@H]3C=C[C@]2(O3)[C@H]1OC(=O)c1ccc(C(C)(C)C)cc1
i	i	CC(CNC(=O)COc1ccc2c(c1)OCO2)c1ccccc1 (configuration not stated)
i	i	Nc1ccc2[nH]c(=S)sc2c1
i	i	CN(Cc1ccccc1)C(=O)CN1C(=O)NC2(CCCC2)C1=O
i	i	O=C(CN1C(=O)NC2(CCCCCCC2)C1=O)Nc1ccc(Br)cc1
i	i	O=S(=O)(NNc1ncc(C(F)(F)F)cc1Cl)c1ccc(F)cc1F
i	i	Cc1ccc(C(=O)NCC(=O)Nc2ccc3c(c2)CCC3)cc1
i	i	O=[N+]([O-])c1ccc(CS(=O)Cc2ccccc2)cc1 (configuration not stated)
i	i	CC(=O)OCCNc1cc(N2CCN(C)CC2)c2noc3c2c1C(=O)c1ccccc1-3
i	i	COc1ccc(S(=O)(=O)N2CCOCC2)cc1NC(=O)COC(=O)CC1CC2CCC1C2 (configuration not stated)
i	i	C=CC[C@@H](CC(=O)N(CCO)Cc1ccccc1)C(=O)N[C@@H](COC(=O)[C@@H](CC=C)Cc1ccc(F)cc1)Cc1ccccc1
i	i	O=C(NCc1ccccc1Cl)C1=CC=CN2CCS(=O)(=O)N=C12
i	i	O=C(Cc1ccc(S(=O)(=O)N2CCOCC2)s1)N1CCN(S(=O)(=O)c2ccccc2[N+](=O)[O-])CC1
i	i	CCN(CC(=O)Nc1ccc(OC)cc1)C(=O)C1CCN(C(=O)c2ccc(Cl)cc2)CC1
i	i	CNc1ccc(C(=O)OCC(=O)NCc2ccc3c(c2)OCO3)cc1[N+](=O)[O-]
i	i	CO[C@H]1[C@@H]2C=CO[C@@H](O[C@H]3O[C@@H](CO)[C@H](O)[C@@H](O)[C@@H]3O)[C@@H]2[C@@]2(CO)O[C@@H]12
i	i	CCOC(=O)C1CCCN(C(=O)C2CCN(S(=O)(=O)c3ccc(Cl)c(C(F)(F)F)c3)CC2)C1 (configuration not stated)
i	i	CN(C(=O)c1ccc(NC(=O)C2CCCN(C(=O)OC(C)(C)C)C2)cc1)C1CCC1 (configuration not stated)
i	i	CCCn1nc(C(=O)OCc2nc(N)nc(Nc3ccccc3C)n2)c2ccccc2c1=O
i	i	COc1cccc(NC(=O)CN(C)C(=O)C23CC4CC(CC(Cl)(C4)C2)C3)c1
i	i	COc1ccc2c(c1)[C@H]1[C@H](CO2)[C@H](c2ccccc2)[C@]2(C)C(=O)N(Cc3ccc(C)cc3)CC(=O)N12
i	i	C[C@H](CO)N1C[C@H](C)[C@@H](CN(C)Cc2ccncc2)Oc2c(NS(=O)(=O)c3cccs3)cccc2C1=O
i	i	Cc1cnc(C(=O)Nc2ccc(C)c(S(=O)(=O)N3CCCCCC3)c2)cn1

# Gathered by group: those above with a furan ring, fused or not (2)
KCNK3 inh	ANO1 activ	SMILES
i	i	COc1ccc(CN2CCN(C(=O)c3ccc(S(=O)(=O)NCc4ccco4)cc3)CC2)cc1F
i	i	Cc1cc(C(=O)CN2C(=O)C(=O)N(Cc3ccco3)C2=O)c(C)n1CCc1ccccc1

# Going on with the list:
KCNK3 inh	ANO1 activ	SMILES
i	i	COc1ccc(Cl)cc1NC(=O)CN(C)C(=O)CCCNC(=O)c1ccc(Cl)cc1
i	i	CCOC(=O)C1=C(COC(=O)c2ccc3ccccc3c2O)NC(=O)NC1C (configuration not stated)
i	i	c1ccc(-c2nnc(Cn3c4ccccc4c4nc5ccccc5nc43)o2)cc1
i	i	O=C1[C@H](c2ccccc2)[C@@H](c2ccccc2)N1c1ccncc1
i	i	COc1ccccc1CNC(=O)COC(=O)C1CC1
i	i	O=c1oc(CCO)cc2ccc(-c3ccc4[nH]ccc4c3)cc12
i	i	CCOC(=O)c1c(NC(=O)CN2CCN(c3cccc(Cl)c3)CC2)sc(C)c1C
i	i	COc1cccc(C(CNC(=O)C2CCN(C(=O)Nc3ccccc3)CC2)N(C)C)c1 (configuration not stated)
i	i	CC(=O)Nc1ccc(NC(=O)CSc2nc(=O)n(Cc3cccnc3)c3c2CCC3)cc1
i	i	CC(OC(=O)c1cc(=O)[nH]c2ccccc12)C(=O)NC1CCCC1 (configuration not stated)
i	i	N#CCSc1ccccc1NC(=O)COC(=O)CCN1C(=O)C2CC=CCC2C1=O (configuration not stated)
i	i	COC(=O)[C@]1(Cc2ccccc2)N[C@H](CN(C)C(=O)Nc2ccc(C(F)(F)F)cc2)[C@@H]2C(=O)N(Cc3ccccc3)C(=O)[C@@H]21
i	i	CCOC(=O)c1ccccc1NC(=O)CN1CCC(n2nnc3cc(F)ccc32)CC1
i	i	Cc1cc(C)c(S(=O)(=O)N2CCN(C(=O)c3ccccc3OCc3c(C)noc3C)CC2)c(C)c1
i	i	CC(C)C(=O)N1CCC(CN=Cc2c(O)n(C3CCCCC3)c(=O)n(C3CCCCC3)c2=O)CC1
i	i	CC(=O)N1CCN(c2ccc(N)cc2)CC1
i	i	CCCCN(C(=O)c1c(-c2ccccc2)noc1C)c1c(N)n(CCC)c(=O)[nH]c1=O
i	i	O=C(COc1ccccc1Cl)NNC(=O)Cn1[nH]c(=O)c2ccccc2c1=O
i	i	O=C(CN1C(=O)NC(CCc2ccccc2)C1=O)Nc1ccc(F)c(F)c1F (configuration not stated)
i	i	O=C(c1ccc(S(=O)(=O)N2CCCCCC2)cc1)N1CCN(Cc2ccccc2)CC1

# Full records as entered above.
# O=c1oc(CCO)cc2ccc(-c3ccc4[nH]ccc4c3)cc12 in the list: KCNK3 inh: i; ANO1 activ: i
# COc1ccc(Cl)cc1NC(=O)CN(C)C(=O)CCCNC(=O)c1ccc(Cl)cc1 in the list: KCNK3 inh: i; ANO1 activ: i

# Following part:
KCNK3 inh	ANO1 activ	SMILES
i	i	O=C(CN(C1CCCCC1)S(=O)(=O)c1ccc(F)cc1)NCC1CCCO1 (configuration not stated)
i	i	O=S(=O)(c1ccc(C(F)(F)F)cc1)N1CCN(CCOc2ccccc2)CC1
i	i	CC(C)N1CCN(Cc2cnc(N3CCCC3)s2)CC1CCO (configuration not stated)
i	i	Cc1ccc(C(=O)NCC(=O)OCc2c(F)cccc2Cl)s1
i	i	O=C(CCNC(=O)c1ccco1)Nc1nc2ccccc2s1
i	i	Cc1cc(F)ccc1NC(=O)Cn1c(C)csc1=O
i	i	CCOC(=O)c1ccc(/C=C2\c3ccccc3C(=O)N2c2ccccc2)cc1F
i	i	CCc1noc(C)c1C(=O)OC(C)C(=O)c1c(C)[nH]c2ccccc12 (configuration not stated)
i	i	O=C(COC(=O)C1CC2CCCC(C1)C2=O)Nc1ccc(Cl)cn1 (configuration not stated)
i	i	Cc1ccc(NC(=O)CN(C)C(=O)Cc2c[nH]c3ccccc23)cc1
i	i	CN(CC(=O)NC(=O)Nc1ccccc1F)Cc1ccccc1F
i	i	CCOc1ccc(NC(=O)CN(C)C(=O)Cc2ccsc2)cc1OCC
-11*	i	O=C1C=CC(=O)c2c(O)c(N3CCN(CCO)CC3)c(Cl)c(O)c21
i	i	COC(=O)c1ccc(NCc2cc(O)ccc2O)cc1
i	i	Cc1ccc(N)c([N+](=O)[O-])c1
i	i	Cc1noc(C)c1C(=O)OC(C)C(=O)NC(C)c1ccc(Cl)cc1Cl (configuration not stated)
i	i	Cc1cc(C)n2nc(SCC(=O)N3CCN(c4ccc(F)cc4)CC3)nc2n1
i	i	O=C(Cn1cnc2ccccc2c1=O)NNC(=O)c1ccccc1F
i	i	COc1ccc(-c2c(C)cc3oc(=O)cc(-c4ccccc4)c3c2C)cc1
i	i	COc1cc2oc(=O)cc(-c3ccc(-c4ccc(F)c(Cl)c4)cc3)c2c(OC)c1OC
i	i	CCOc1cc(C(=O)Nc2ccc(S(=O)(=O)Nc3onc(C)c3C)cc2)cc(OCC)c1OCC
i	i	COc1cccc(NC(=O)CN(C)C(=O)CCNS(=O)(=O)c2ccc(C)cc2)c1
i	i	C[C@H]1NC(=O)[C@@]2(C)[C@H](c3ccccc3)[C@H]3COc4ccccc4[C@@H]3N2C1=O
i	i	Cc1cc(C)c(C(=O)c2cccs2)c(C)c1
i	i	C=CCC1CCCC(=O)N2CCCC12 (configuration not stated)
i	i	CCOC(=O)C(C(=O)OCC)C(c1ccccc1)N1CCN(c2ccccc2)CC1 (configuration not stated)
i	i	CN(C)C(CNC(=O)CCNS(=O)(=O)c1ccccc1C(F)(F)F)c1ccccc1 (configuration not stated)
i	i	Cc1cc(C)cc(N(CCC#N)C(=O)CSc2nc3ccccc3c(=O)[nH]2)c1
i	i	O=C(COC(=O)Cc1ccc(Br)cc1)NC1CC1
i	i	CN(Cc1ccccc1)S(=O)(=O)c1ccc(Cl)c(C(=O)NCCCN2CCCC2=O)c1
i	i	O=C(Cn1c(NCCO)nc2ccccc21)Nc1ccc2c(c1)OCCCO2
i	i	CCOc1ccccc1Nc1nnc(SCC(=O)NC2CCS(=O)(=O)C2)s1 (configuration not stated)
i	i	COc1ccc(C2=NOC(Cn3nc(-c4ccccc4C)cc3C(=O)O)C2)cc1 (configuration not stated)
i	i	COc1ccc2c(COC(=O)[C@@H]3CCCN3S(=O)(=O)c3ccc(Cl)cc3)cc(=O)oc2c1

# The list is partial; count on the stated rates, not on these rows.
